Source: PubChem
TCR act: Activators of T cell receptors: qHTS campaign | primary human leukocytes, anti-CD3, IL-2 HTRF, 48 h | Potency, µM (top dose mostly 9.22 µM), for inactives: at the highest dose activation of IL-2 secretion, hits mostly activators | 330,000 tested, under 10 active; note: % of control where 0% means no effect
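TCR engagement came from a-CD3 beads alone, with compounds added to primary human leukocytes for 48 hr. Secreted IL-2 bridged europium cryptate- and d2-labelled anti-IL-2 antibodies, giving FRET emission at 665nm after 320nm excitation.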
p53 reactivation: qHTS assay for re-activators of p53 using a Luc reporter; H1299 p53-A138V BP100-luciferase reporter, luminescence, 24 h; Potency, µM (doses to about 92.2 µM), for the others: top-dose activity change, positive = activation, usual class: activators; 320,000 tested, 0.063% active; AID 504706, 2011; note: potency is the fitted concentration of half-maximal effect; % of control where 0% means no effect; nearly all actives have a fitted effect of over 45% in size
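H1299 (p53-null), stable ts p53-A138V + BP100-Luc; 1000 cells/well, Opti-MEM/10% FBS; cpd 4 pt, 1:5; 24 h, 37 deg C, 5% CO2; detection reagent 10 min RT; luminescence.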
B2AR arrestin: qHTS assay of beta-arrestin-biased ligands of beta2-adrenergic receptor; beta-arrestin recruitment to beta2AR, cell-based reporter; 330,000 tested, 0.02% active; Potency, µM (series often up to 46.1 µM), for inactives: at the top dose activation, usual class: activators;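 note: potency is the fitted concentration of half-maximal effect; 0% = DMSO controls and full agonism = EC100 isoproterenol or metaproterenol; nearly all actives have a fitted effect of over 65% in size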
PTAP TSG101 blk: qHTS Assay for Iinhibitors of HIV-1 Budding by Blocking the Interaction of PTAP/TSG101; Potency, µM (series often up to 115 µM), without a hit: at the highest dose activity change, negative = inhibition, most hits filed as inhibitors; Tumor susceptibility gene 101 protein (Homo sapiens), Q99816; 340,000 tested, under 10 active; AID 493005, 2010; Fluorescence polarization, FITC-PTAP peptide / Tsg101 binding; active = well fitted inhibition curve with a large enough effect in the main read-out, with a control signal flat, not every such curve was filed as active; inconclusive = small, poorly fitted or top-dose-only effect, or effect the other way, or a change in a side signal; inactive = no such curve, though single readings can be large or run the other way; note: potency is the fitted concentration of half-maximal effect; % of control where 0% means no effect
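Fluorescence anisotropy tracks displacement of a FITC-tagged PTAP peptide (50 nM) from the Tsg101 binding domain (10 uM), following a 20 min room-temperature incubation at pH 7.5.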
Integrin act MD: qHTS for Activators of Integrin-Mediated Alleviation for Muscular Dystrophy | alpha7betagal myoblasts, beta-gal FDG fluorescence, 48 h | Potency, µM (highest dose often 38.3 µM), without a hit: at the highest dose activation, hits mostly activators | 350,000 tested, 0.064% active;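 note: potency is the fitted concentration of half-maximal effect; 100% = response of the positive control SU9516; nearly all actives have a fitted effect of over 60% in size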
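alpha7betagal+/- myoblasts (passage 13, 250/well) treated 48 h at 37C with compounds at 1:260 dilution of DMSO stock. Lysed, then beta-galactosidase activity read as FDG fluorescence (ex 480/em 540) after 30 min, with pre-read for autofluorescence.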
BRCA1 expr up: qHTS Assay to Identify Small Molecule Activators of BRCA1 Expression; MCF7-BRCA1-FFLuc reporter, luminescence, 48 h; response scale: scaled: vehicle 0%, 10 µM genistein 100%; Potency, µM (titrated, usually from 46.1 µM), for the others: at the top dose activation, usual class: activators; 380,000 tested, 1.1% active; AID 624202, 2012; note: potency is the fitted concentration of half-maximal effect; nearly all actives have a fitted effect of over 80% in size; some results filed as inactive show a strong effect at the top dose
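MCF7-BRCA1-FFLuc, 2000 cells/well; 2 h attach, 37 °C/5% CO2; compound 48 h; luciferase substrate 15 min; luminescence end-point. Norm. to genistein 10 microM max activation and DMSO; concentration-response curves fitted.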
TRPV1 agonist: HTS Assay for Compounds that Act as Agonists of the Vanilloid Receptor 1 | Transient receptor potential cation channel subfamily V member 1 (Homo sapiens), Q8NER1 | TRPV1-expressing cells, Fluo-8 calcium influx, agonist mode | activation, % at 8.33 µM | 320,000 tested, 0.19% active | AID 540275, 2011; in the data active = activation above about 80%; inconclusive = between about 30% and that limit; note: 0% is about no effect
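Fluo-8 calcium influx in TRPV1-expressing cells, kinetic read (ex 480/em 520 nm). Compound added and read 3 min for agonist activity, followed by capsaicin at EC20 final and 2 min further read for enhancement.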
ELG1 DNA repair: qHTS screen for small molecules that inhibit ELG1-dependent DNA repair in human embryonic kidney (HEK293T) cells expressing luciferase-tagged ELG1 | HEK293T ELG1-luciferase reporter, luminescence, 16 h; DNA damage induced by 5-fluorouridine | Potency, µM (titrated, usually from 46.1 µM), for inactives: at the top dose activity change, negative = inhibition, usual class: inhibitors | 330,000 tested, 2.3% active | AID 504467, 2011; note: potency is the fitted concentration of half-maximal effect; % is set by controls: 0 for no effect and ±100 for the full control effect; nearly all actives have a fitted effect of over 55% in size
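HEK293T cells expressing luciferase-tagged ELG1 (2,000/well) received 5-Fluorouridine plus compound or DMSO for 16 hr at 37 °C. Luciferase was read by ONE-Glo luminescence after 30 min at room temperature.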
AT treatment: qHTS Assay for Identifying a Potential Treatment of Ataxia-Telangiectasia. 320,000 tested, 0.19% active. Potency, µM (titrated, usually from 57.5 µM), inactives show at the highest dose activation, usual class: activators. […] A-T fibroblasts, KAP-1 phosphorylation AlphaLISA; neocarzinostatin DNA damage 30 min before lysis; note: potency is the fitted concentration of half-maximal effect; % of control where 0% means no effect; nearly all actives have a fitted effect of over 45% in size
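hTERT-immortalized A-T patient fibroblasts ([…]), 500 cells/well in OPTI-MEM, 1% FBS, got compounds for 60 min, then NCS for 30 min at 37C. Lysates were then assayed for phospho-KAP-1 by AlphaLISA (anti-pKAP1 donor, anti-KAP1 acceptor beads), 6 hr at 25C.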
MLL CXXC-DNA inh: qHTS Fluorescence Polarization Assay for Inhibitors of MLL CXXC domain - DNA interaction; Histone-lysine N-methyltransferase 2A (Homo sapiens), Q03164; MLL-CXXC / FITC-HOXA9 DNA fluorescence polarization; 290,000 tested, 0.037% active; AID 2662, 2010; Potency, µM (doses to about 115 µM), for the others: top-dose activity change, negative = inhibition, usual class: inhibitors; active = well fitted inhibition curve with a large enough effect in the polarisation, with a control signal flat, not every such curve was filed as active; inconclusive = small, poorly fitted or top-dose-only effect, or effect the other way, or a change in a side signal; inactive = no such curve, though single readings can be large or run the other way; the % refers to the polarisation; note: potency is the fitted concentration of half-maximal effect
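Fluorescence polarization: 7 uM MLL-CXXC (stock) preincubated 5 min with compounds, then 50 nM fluorescein-HOX-A9 DNA (stock) added; 30 min ambient. Buffer 50 mM Tris-HCl pH 7.5, 50 mM NaCl, 1 mM DTT, 0.05% BSA.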
* marks the source's active call; other numbers are inactive results; ? = inconclusive; . = no result given; [ ] = dose if it differs, or a comment. Unless noted, calls come from the whole dose curve; as a rule, active = well fitted curve in the direction sought with a large enough effect; inconclusive = small, poorly fitted or top-dose-only effect, or another doubt; inactive = no such curve, though single readings can be large; an effect the other way counts as inactive or inconclusive. Rows were taken by chance. About 3.8% of those tested had a hit in this group.

SMILES	TCR act	p53 reactivation	B2AR arrestin	PTAP TSG101 blk	Integrin act MD	BRCA1 expr up	TRPV1 agonist	ELG1 DNA repair	AT treatment	MLL CXXC-DNA inh
COc1ccccc1N1CCN(c2cc(=O)n(-c3ccc(Br)cc3)c(=O)[nH]2)CC1	.	3%	-1.2%	.	-8%	0%	-2	-7%	-3%	5%
N#Cc1c(N)nc2c(c1N)CC(=O)N2c1ccc(Cl)cc1	4%	4%	-0.2%	-6%	-28%	-5%	-3	?	2%	1%
COC(=O)CCNC(=O)Cc1ccc(S(=O)(=O)N2CCCCC2)s1	5%	8%	0.2%	-3%	-20%	0%	-1	9%	0%	.
COC(=O)[C@@]12CCCCN1[C@H](c1ccc(-c3ccccc3)cc1)[C@H]1C(=O)N(C)C(=O)[C@H]12	-1%	1%	-0.9%	-1%	-33%	-15%	1	?	12%	.
CCOc1ccc(NC(=O)CN2C(=O)C(C)SC(C)C2=O)cc1 (centres undefined)	2%	18%	-0.1%	-3%	-8%	-3%	-4	?	1%	0%
NC/C(=N\O)c1ccc(Cl)cc1Cl	5%	3%	0.6%	-1%	18%	-7%	-3	-1%	4%	10%
COc1ccccc1-c1nc(C#N)c(NCc2ccc(F)cc2)o1	-29%	-4%	0.4%	-5%	-23%	-45%	25	?	1%	11%
O=C(CCCC1=NS(=O)(=O)c2ccccc2N1)N1CCN(c2ccc(Cl)cc2)CC1	-6%	-1%	-0.5%	-5%	4%	26%	-1	?	6%	3%
Cn1cccc1C(=O)OCc1ccc(C(C)(C)C)cc1	-9%	?	-0.9%	-3%	-49%[inhibitor]	?	9	?	26%	3%
CCC1Oc2ccc(C)cc2N(CC(=O)NC2CCCCC2)C1=O (centres undefined)	-1%	-2%	-0.4%	-1%	-20%	-7%	16	-5%	5%	-2%
CCOc1ccc(C(=O)NC(=S)Nc2ccccn2)cc1[N+](=O)[O-]	5%	?	-0.3%	-4%	18%	33%	-3	?	4%	1%
O=C(CCc1ccccc1)NC(=S)Nc1ccc2c(c1)C(=O)OC2	-3%	1%	-0.2%	-6%	21%	3%	-2	-9%	3%	8%
NC(=O)Nc1ccc(C(=O)OCC(=O)Nc2cccc(S(=O)(=O)NC3=NCCC3)c2)cc1	12%	6%	-0.1%	-2%	0%	4%	-4	17%	2%	.
CC(=O)Nc1ccc(NC(=O)c2nc(S(=O)(=O)Cc3ccccc3)ncc2Cl)cc1	-12%	-20%	-0.3%	0%	-88%[inhibitor]	-15%	1	?	2%	2%
CCCSc1cc(=O)n(-c2ccc(F)cc2)nc1C(=O)OCC	-5%	4%	-0.3%	2%	-23%	-8%	27	-20%	-2%	2%
Cc1cc(Cl)ccc1OCc1nnc2n1CCCCC2	-13%	4%	0.2%	-3%	-8%	18%	-3	5%	-3%	-3%
O=C1CC(c2cccc(Br)c2)C2=C(CCCC2=O)N1 (centres undefined)	5%	-3%	-1.3%	-10%	38%	-14%	12	4%	0%	5%
O=C(Nc1ccc(Cl)cc1)N(CCCN1CCOCC1)Cc1cccs1	0%	-4%	-0.3%	-1%	-5%	6%	0	-9%	5%	-3%
CCOC(=O)C(=CNc1ccc(Oc2cncc(Cl)c2)nc1)C(=O)OCC	10%	-3%	-0.2%	1%	-5%	0%	?	-14%	7%	-9%
CC(C)(O)C#Cc1ccc(C(=O)NCc2cccs2)s1	5%	10%	-0.8%	-11%	-11%	?	.	14%	-1%	-1%
O=C(CC1SC(=O)N(c2ccccc2)C1=O)Nc1ccccc1 (centres undefined)	1%	?	0.1%	-9%	-8%	3%	1	17%	-11%	31%[activator]
Cc1ccc(S(=O)(=O)N2CCCCC2)cc1NC(=O)c1ccc2c(c1)OCO2	4%[46.1 µM]	-6%	-0.4%	-8%	7%	-11%	20	?	-3%	11%
CN(CC(=O)Nc1ccccc1Cl)C(=O)Cn1nnc(-c2ccc(F)cc2)n1	3%	-5%	0.1%	-1%	-2%	20%	5	-8%	1%	.
O=C1CCC/C(=N/Nc2ccc(Cl)cc2)C1	5%	1%	-1.0%	-5%	-34%[inhibitor]	-33%	3	-9%	0%	9%
CCN(CC)CCn1c2ccccc2c(=O)c2c(O)ccc(O)c21	-2%	.	.	2%	-16%	-37%	.	.	.	.
CCC1CCCCN1S(=O)(=O)c1ccc(C(=O)Nc2nnc(C3CC3)o2)cc1 (centres undefined)	-2%	12%	0.3%	-4%	-15%	-31%	-3	?	-2%	2%
Cc1cc(C)n(-c2ncnc3sc4c(c23)CCCC4)n1	-14%	-11%	-0.2%	-8%	7%	0%	12	1%	10%	4%
COc1ccc(C)cc1S(=O)(=O)N(C)CC(=O)NC1CC1	-70%	-1%	-0.1%	-4%	27%	-3%	-2	0%	.	6%
COc1ccc(CN2C(=O)C(C)Oc3ccccc32)cc1 (centres undefined)	.	6%	0.4%	-6%	?	2%	3	1%	-6%	-2%
CCN1CCN(c2ccc(NC(=O)c3ccc4c(c3)[nH]c(=O)n4Cc3ccc(F)cc3)cc2)CC1	1%[46.1 µM]	3%	0.0%	-1%	-47%[inhibitor]	-34%	-4	-2%	.	4%
CCCCCCC1/C(=N/O)CCC1C(=O)OC (centres undefined)	2%	-5%	0.0%	-3%	-7%	1%	18	-13%	-1%	-9%
COc1ccccc1NC(=O)c1ccc(-c2ccc(Br)cc2)o1	6%	9%	-0.1%	1%	0%	-54%	12	-20%	9%	-2%
CCOc1ccc(S(=O)(=O)NCc2cccnc2)cc1C	-4%	-3%	0.0%	0%	-7%	0%	6	?	-2%	30%[activator]
O=C(CSc1nc2ccccc2c(=O)n1-c1ccc(F)c(Cl)c1)Nc1cccc(S(=O)(=O)N2CCOCC2)c1	-5%[46.1 µM]	-3%	4.4%	1%	18%	-29%	-5	-18%	-1%	11%
Cc1ccc(S(=O)(=O)/N=C2/C=C(C3C(=O)CC(C)(C)CC3=O)C(=O)c3ccccc32)cc1	-1%	?	0.0%	-3%	-10%	47%	2	?	-1%	?
CN(Cc1nnc(-c2ccc(F)cc2)o1)c1ccccc1	-3%	16%	-0.1%	-2%	6%	0%	22	14%	0%	-7%
COc1cc(CNC(=O)C2CCC(=O)N(C3CCCCCC3)C2)cc(OC)c1 (centres undefined)	-1%	12%	-0.9%	3%	-26%	6%	2	3%	1%	3%
CCOC(=O)/C=C(\C)Sc1cc(O)c2ccccc2c1O	-9%	-15%	-0.3%	-2%	-76%[inhibitor]	-82%	6	?	26%	32µM*
CCCCSc1nc(O)c(C2OC(=O)c3c2ccc(OC)c3OC)c(=O)n1C (centres undefined)	-1%	-4%	0.0%	-6%	11%	0%	-1	-13%	1%	-13%
O=c1c([N+](=O)[O-])cn(Cc2ccccc2)c(=O)n1Cc1ccccc1	-7%	.	.	-3%	-15%	-27%	.	.	.	.
O=C(NC1CC1)c1cccc(NC(=O)C2CCN(S(=O)(=O)c3cccc(C(F)(F)F)c3)CC2)c1	-37%	.	.	2%	-11%	0%	.	.	.	.
CC1CCN(Cc2nc(Cl)c3c4c(sc3n2)CCC4)CC1	-3%	13%	-0.4%	-3%	-11%	-3%	4	?	-5%	54%[activator]
CCC(=O)Nc1ccc(OCc2nnc3c4ccccc4c(C)nn23)cc1	4%	-6%	-0.7%	-2%	?	-14%	-1	14%	9%	-1%
CC(C)CCOC(=O)C1C(c2ccccc2)C(C(=O)O)C1c1ccccc1 (centres undefined)	3%	-5%	-0.4%	-3%	19%	4%	-2	2%	8%	-16%
CN(C)c1ccc([N+](=O)[O-])cc1C(=O)O	0%[46.1 µM]	-4%	-0.4%	1%	13%	12%	-2	22%	-9%	-10%
Cc1ccc(C)c(OCC(=O)O/N=C(\N)c2cccnc2)c1	-1%	0%	-0.7%	8%	6%	71%	19	?	-2%	-4%

MLL CXXC-DNA inh, entries above that show a hit.
compound,TCR act,p53 reactivation,B2AR arrestin,PTAP TSG101 blk,Integrin act MD,BRCA1 expr up,TRPV1 agonist,MLL CXXC-DNA inh
CCOC(=O)/C=C(\C)Sc1cc(O)c2ccccc2c1O,-9%,-15%,-0.3%,-2%,-76%[inhibitor],-82%,6,32µM*
